proCasp7 act: counter-screen: procaspase-7 (human) activation | 0.093% of 330,000 active | P55210 | recombinant procaspase-7, Ac-DEVD-pNA absorbance 405 nm; D23A/D198A/D206A triple mutant, cannot self-cleave; scale: DMSO 0, 5 µM enzyme 100 | activation, % at 8.5 µM;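 active means percent activation above the screen-wide mean plus 3 SD, cut at about 25% in these data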
Target sequence (P55210 whole entry D23A/D198A/D206A): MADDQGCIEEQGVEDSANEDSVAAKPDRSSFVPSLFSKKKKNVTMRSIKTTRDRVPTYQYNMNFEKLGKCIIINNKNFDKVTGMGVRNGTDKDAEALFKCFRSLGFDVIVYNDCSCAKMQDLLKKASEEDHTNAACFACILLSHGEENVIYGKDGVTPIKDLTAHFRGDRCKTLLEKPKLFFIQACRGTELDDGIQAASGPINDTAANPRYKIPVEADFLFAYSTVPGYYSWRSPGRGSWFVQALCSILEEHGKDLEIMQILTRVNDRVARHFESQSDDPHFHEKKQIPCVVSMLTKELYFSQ
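Material: Procaspase-7 triple mutant (PC-7 D3A) | Quantity: 2 µM procaspase-7 mutant as dispensed | Reagent: DEVD-pNA substrate | Times: 1 h preincubation, 2 h reaction | Technique: 405 nm absorbance of p-nitroaniline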
Yeast superoxide: lowers age-related superoxide in aged yeast cells. S. cerevisiae aged cells, superoxide DHE fluorescence; active compounds read low. superoxide response (% of plate mean), % at 10 µM. 0.18% of 330,000 active;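 active means superoxide response under a set limit, about three screen SD below normal, cut at about 65% in these data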;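 further: yeast aged for seven days with compound at 30 °C before DHE staining; 100% = average MFI of all compound-treated wells on the plate with controls excluded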
MEP2 TOR yeast: alters MEP2-GFP fluorescence in TOR pathway yeast screen | S. cerevisiae MEP2-GFP strain, flow cytometry GFP, 3 h; 100% = DMSO control level | GFP response vs DMSO, % at 10 µM | 0.51% of 330,000 active | AID 2016;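 active means GFP response versus DMSO above a set limit, roughly screen mean plus 3 SD, cut at about 180% in these data; inconclusive means fewer than 70 cells counted for a yeast strain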;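 further: median GFP fluorescence of the barcode-gated MEP2-GFP cells per well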
JMJD2C inh: inhibitors of human GASC-1 (JMJD2C) demethylase; GST-JMJD2C(1-420) H3K9me3 demethylation, DELFIA europium; inhibition, % at 2.35 µM; Q9H3R0; 0.069% of 330,000 active; AID 2099;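 active means more than half of a compound's replicate wells show inhibition beyond 50%, single wells judged on their own value; inconclusive means some, but no more than half, of replicates pass 50% inhibition; inactive means no replicate passes 50% inhibition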;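 further: signal counts dimethyl H3K9 product captured on neutravidin plate; 0% = median of DMSO wells and 100% = 0.3 times that DMSO median; strong numbers were not always called active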
Target sequence (Q9H3R0 1-420 limits assumed): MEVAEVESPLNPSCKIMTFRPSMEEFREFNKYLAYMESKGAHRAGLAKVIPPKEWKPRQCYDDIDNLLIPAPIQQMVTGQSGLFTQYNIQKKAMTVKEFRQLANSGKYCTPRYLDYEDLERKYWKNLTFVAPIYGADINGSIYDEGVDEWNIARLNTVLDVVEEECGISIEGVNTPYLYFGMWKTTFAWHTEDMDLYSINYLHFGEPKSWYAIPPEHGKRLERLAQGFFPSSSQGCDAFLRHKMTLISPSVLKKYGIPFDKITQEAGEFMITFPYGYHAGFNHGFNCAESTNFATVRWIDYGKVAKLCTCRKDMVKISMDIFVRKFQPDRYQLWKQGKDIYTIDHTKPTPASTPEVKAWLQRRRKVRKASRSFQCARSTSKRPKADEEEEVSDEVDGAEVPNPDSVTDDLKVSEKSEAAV
LAP4-GFP MLPCN: modulators of TOR pathway LAP4-GFP in S. cerevisiae; S. cerevisiae LAP4-GFP multiplex, flow cytometry GFP, 3 h; median GFP as percent of DMSO wells; GFP response vs DMSO, % at 10 µM; 0.34% of 320,000 active; AID 2023;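 active means GFP response vs DMSO above a set limit, about the screen mean plus 3 SD, cut at about 150% in these data; inconclusive means under 70 cell events counted for the yeast strain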
RPL19A TOR yeast: modulators of TOR pathway RPL19A-GFP in S. cerevisiae; S. cerevisiae RPL19A-GFP strain, flow cytometry, 3 h; active compounds read low; percent response vs DMSO, % at 10 µM; 0.3% of 330,000 active;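 active means percent response vs DMSO below 50%; inconclusive means fewer than 70 events counted for the yeast strain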;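 further: median channel GFP fluorescence of the barcoded RPL19A-GFP strain; ratio of sample median GFP to plate DMSO average so 100% = DMSO; lower means less RPL19A-GFP as with rapamycin TOR inhibition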
AHR activator: activators of human aryl hydrocarbon receptor; P35869; AHR-responsive luciferase reporter cells, luminescence; activation, % at 5 µM; 2.5% of 320,000 active; in the data active means activation above about 47%;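 further: 0% = vehicle wells and 100% = reference agonist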
proCasp3 act: activates human procaspase-3 | recombinant procaspase-3 D3A, Ac-DEVD-pNA absorbance 405 nm | activation, % at 8.5 µM | 0.11% of 330,000 active | AID 463141;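 active means activation above the mean of all tested compounds plus 3 SD, cut at about 21% in these data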;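 further: 0% = DMSO alone and 100% = DMSO wells spiked with extra 5 µM PC-3 D3A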
Target sequence (P42574 whole entry D9A/D28A/D175A): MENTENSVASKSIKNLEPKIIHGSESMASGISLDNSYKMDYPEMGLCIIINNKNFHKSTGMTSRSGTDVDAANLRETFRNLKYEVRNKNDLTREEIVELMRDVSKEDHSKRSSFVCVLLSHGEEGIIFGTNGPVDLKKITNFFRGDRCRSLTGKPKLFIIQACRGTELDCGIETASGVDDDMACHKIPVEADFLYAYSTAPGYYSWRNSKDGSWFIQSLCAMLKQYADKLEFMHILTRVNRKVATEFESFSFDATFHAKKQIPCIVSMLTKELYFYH
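material = Procaspase-3 D3A mutant | probe or stimulus = Ac-DEVD-pNA | compound = single dose, 8.5 µM nominal compound, 0.8% DMSO | timing = 1 h preincubation, 2 h reaction | measured by = 405 nm absorbance of p-nitroaniline, reads at 0 and 120 min | benchmarks = DMSO-only low control, 5 µM PC-3 D3A high control | repeats = singlicate, each compound tested once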
* marks the source's active call; other numbers are inactive results; ? = inconclusive; · = not tested or not shown; & = joins results of further samples; [ ] = dose if it differs, or a comment. This is a subset; the hit share may differ from the screen's.

SMILES	proCasp3 act	MEP2 TOR yeast	Yeast superoxide	JMJD2C inh	LAP4-GFP MLPCN	RPL19A TOR yeast	AHR activator	proCasp7 act
O=[N+]([O-])c1ccc(C2[C@H]3C(c4ccccc4)=NC4(CCCC4)N23)cc1 (stereo not given in full)	1.4	98.0	109.1	-0.2	95.2	101.6	4.7	0.1
C=CCN1C(=O)NC(=O)/C(=C/c2ccc(OCC(=O)Nc3ccc(C)cc3)cc2)C1=O	·	103.4	104.3	-5.5	79.8	114.7	·	·
COP(=S)(OC)SCN1C(=O)c2ccccc2C1=O	-16.1	?	107.7	1.2	?	31.2*[may fluoresce violet]	-2.3	-21.3
O=C1/C(=C\c2cccnc2)N2CCC1CC2	-6.5	84.6	112.2	-1.2	104.3	95.3	-0.3	-2.8
Cc1nn(Cc2ccccc2Cl)c(Cl)c1C(=O)OC(C(=O)NC(N)=O)C(C)C (stereo not given)	0.2	106.3	106.6	-2.2	113.6	85.6	-2.3	7.0
Cc1ccccc1N1C(=O)NC(=O)/C(=C\c2cnn(-c3ccccc3)c2)C1=O	-5.9	84.9	95.3	10.5	118.7	92.7	6.5	-16.2
Cc1cccc(N2C(=O)NC(=O)/C(=C\c3cc(C)n(-c4sc5c(c4C#N)CCCC5)c3C)C2=O)c1C	1.7	98.0	46.0*	10.2	79.3	101.1	-3.2	-8.8
CC12CC(c3ccccc3O1)C(C(=O)OCc1ccccc1)C(=O)N2 (stereo not given)	4.2	96.8	100.7	3.0	99.6	99.7	1.7	1.7
CCC(CC)N1CCN(Cc2nc3ccccc3c(=O)n2-c2ccc(F)cc2)CC1	1.4	113.4	99.7	2.0	97.8	105.7	0.8	-5.8
CC(C)(C)N1C(=O)NC(=O)/C(=C\c2ccc3c(c2)CCN3CCCCl)C1=O	4.7	93.3	99.1	11.1	106.2	95.7	13.2	-2.1
Cn1c(O)c(C=Nc2ccccc2)c(=O)n(C)c1=O	2.9	105.7	102.2	0.4	111.1	102.5	0.4	-1.6
O=c1[nH]c(=O)n(CCC2=CCCCC2)c(O)c1C=NCCCn1ccnc1	-1.7	106.4	94.5	-0.3	105.6	101.8	17.7	1.9
C=Cn1ccnc1P(=S)(c1ccn(C)c1)c1nccn1C=C	-3.9	99.1	105.0	4.8	98.9	96.8	-0.9	-1.6
O=Cc1c(C(=O)O)n(Cc2ccc(Cl)cc2)c2ccccc12	1.8	106.7	100.3	7.2	109.1	104.0	5.1	4.1
COc1ccc(-n2c(O)c(C(C)=Nc3ccc4c(c3)CCC4)c(=O)[nH]c2=O)cc1	10.9	97.7	106.8	-7.8	102.7	97.6	-1.1	2.5
CCCC(=O)Nc1cc(C(=O)N2CCC3(CC2)OCCO3)ccc1S(=O)(=O)c1ccc(C)cc1	6.4	104.8	130.1	1.6	103.3	99.2	1.0	1.1
O=C(O)c1ccc(/C=C/c2nc3ccccc3c(=O)n2-c2ccc(Br)cc2)cc1	7.9	98.7	97.1	-2.3	99.1	95.0	9.4	4.7
COC(=O)c1ccccc1NC(=O)N1C[C@@H]2C[C@@H](C1)c1cccc(=O)n1C2	2.3	111.6	91.6	·	108.0	103.0	0.8	-4.1
O=C(Nc1ccc(F)cc1)c1c(O)c2c(n(Cc3ccccc3)c1=O)CCCC2	-2.0	103.3	107.9	-3.3	90.9	108.0	4.7	-5.0
Brc1ccccc1	5.2	124.5	110.4	·	101.1	97.1	-0.7	10.2
Cc1ccc(C)c(-n2c(C)nc3ccccc3c2=O)c1	-5.5	90.7	94.8	5.0	108.1	95.5	-2.4	2.8
Cc1nn(Cc2ccccc2)c(C)c1C(=O)OCC(=O)Nc1cc(S(C)(=O)=O)ccc1Cl	-0.5	104.4	94.4	-6.8	100.1	104.0	3.9	7.3
CN(C)P(=O)(C(Cl)=C(N1CCCCC1)N1CCCCC1)N(C)C	7.0	112.7	86.9	-2.1	105.9	110.8	8.1	1.4
CC(C)NC(=O)Cn1cc(C(=O)c2ccccc2F)c2ccccc21	0.8	103.5	97.1	3.0	95.9	102.6	3.4	0.6
CCc1ccc(C(=O)C23CN4CN(CN(C4)C2)C3)cc1	-2.6	97.7	93.0	4.8	94.2	95.1	-0.5	-3.0

Part of the list above, with values under each structure:
Below each compound: proCasp3 act, MEP2 TOR yeast, Yeast superoxide, JMJD2C inh, LAP4-GFP MLPCN, RPL19A TOR yeast, AHR activator, proCasp7 act
> CCCC(=O)Nc1cc(C(=O)N2CCC3(CC2)OCCO3)ccc1S(=O)(=O)c1ccc(C)cc1
→ 6.4, 104.8, 130.1, 1.6, 103.3, 99.2, 1.0, 1.1
> CN(C)P(=O)(C(Cl)=C(N1CCCCC1)N1CCCCC1)N(C)C
→ 7.0, 112.7, 86.9, -2.1, 105.9, 110.8, 8.1, 1.4
> Cc1ccc(C)c(-n2c(C)nc3ccccc3c2=O)c1
→ -5.5, 90.7, 94.8, 5.0, 108.1, 95.5, -2.4, 2.8
> COc1ccc(-n2c(O)c(C(C)=Nc3ccc4c(c3)CCC4)c(=O)[nH]c2=O)cc1
→ 10.9, 97.7, 106.8, -7.8, 102.7, 97.6, -1.1, 2.5
> CCC(CC)N1CCN(Cc2nc3ccccc3c(=O)n2-c2ccc(F)cc2)CC1
→ 1.4, 113.4, 99.7, 2.0, 97.8, 105.7, 0.8, -5.8
> O=c1[nH]c(=O)n(CCC2=CCCCC2)c(O)c1C=NCCCn1ccnc1
→ -1.7, 106.4, 94.5, -0.3, 105.6, 101.8, 17.7, 1.9

Following part
SMILES	proCasp3 act	MEP2 TOR yeast	Yeast superoxide	JMJD2C inh	LAP4-GFP MLPCN	RPL19A TOR yeast	AHR activator	proCasp7 act
CCOc1ccc(N=Cc2c(O)n(CCc3ccc(OC)c(OC)c3)c(=O)[nH]c2=O)cc1	0.9	95.2	88.6	5.6	105.9	96.3	3.3	2.8
CC(C(=O)c1c[nH]c2ccccc12)N1CCc2ccccc2C1 (stereo not given)	2.9	93.7	98.1	17.6	96.0	90.3	12.1	7.1
Cc1ccc(P(=S)(c2ccc(C)o2)N2CCOCC2)o1	-2.9	98.0	102.2	2.5	89.4	90.8	0.9	-1.4
CC12CN3CCN(CC(C3)/C1=N/NC(N)=O)C2	7.2	102.2	107.1	2.6	104.3	101.7	0.0	-2.5
COC(=O)C1=C(c2cccc(OC)c2OC)C[C@@H]2CC[C@H]1N2C(=O)NCc1ccc(F)cc1	10.5	103.2	95.5	6.3	96.0	103.1	0.9	1.8
CCCCn1c(=O)c(C(=O)NCc2ccccc2)c(O)c2ccccc21	1.5	110.2	97.8	-3.4	91.7	109.3	10.4	1.1
Clc1ccc(N2CCN(Cc3ccccc3Cl)CC2)cc1	-3.9	105.6	94.5	-6.9	104.3	95.2	1.0	0.4
Cn1c(CN2CCN(C(=O)COc3ccccc3)CC2)nc2cc([N+](=O)[O-])ccc21	1.0	104.5	84.6	5.6	96.8	104.7	6.7	5.7
CC(=NCCCN1CCCCC1)c1c(O)n(Cc2ccccc2)c(=O)[nH]c1=O	2.5	101.2	105.1	-2.8	97.8	98.8	-0.9	3.2
COC(=O)C1=C(c2cccc(OC)c2OC)C[C@@H]2CC[C@H]1N2C(=O)NCc1ccccc1	-2.6	96.1	93.2	2.4	104.5	99.2	2.0	3.9
O=C(c1cc2c(s1)CCCCCC2)N1CCC2(CC1)OCCO2	0.1	105.5	98.3	-3.0	112.5	103.5	6.0	2.5
O=C(CN1CCCCC1)c1cccc(Br)c1	6.0	103.1	111.1	5.6	100.1	101.1	-0.5	-2.3
CC12CNCC(C)(CNC1)C2O (stereo not given)	6.4	98.3	73.3	28.4	93.3	93.7	-3.0	-5.5
Clc1cccc(CNCCc2c[nH]c3ccccc23)c1	2.2	107.8	110.3	7.2	97.1	98.3	-1.6	-1.0
Cc1c(C(c2ccc(Br)cc2)c2c(O)c3ccccc3oc2=O)c(=O)n(-c2ccccc2)n1C (stereo not given)	-3.9	100.4	94.2	-9.9	106.0	100.2	1.5	0.9
COc1cc2c(cc1OC)-c1c(OC)c(OC)cc3c1C(C2)N(C)CC3 (stereo not given)	-0.2	112.2	120.0	·	99.7	92.5	3.0	7.2
CC(C)(C)C(O)C(Oc1ccc(Cl)cc1)n1cncn1 (stereo not given)	1.5	100.4	139.6	18.9	114.2	109.2	5.5	-3.2
COc1ccc(F)cc1C(=O)C1CCCN(Cc2ccc(O)cc2)C1 (stereo not given)	7.5	103.5	106.7	-13.7	95.1	98.0	2.4	5.8
COc1cc(N2CCOCC2)ccc1/C=C1\C(=O)NC(=O)N(C2CCCCC2)C1=O	-1.4	95.0	86.4	·	101.2	101.2	2.2	-12.8
Clc1cc(I)cc(Cl)c1NC1=NCCN1	-12.0	94.9	117.1	12.3	101.6	96.6	-1.2	-19.9
C[C@]12CC[C@H](O)C[C@H]1CC[C@@H]1[C@@H]2CC[C@]2(C)[C@@H](C3=CC(=O)OC3)CC[C@]12O	-5.0	94.9	96.0	·	102.6	100.6	2.1	2.8
C=C(C)CN1CC[C@]23c4c5ccc(O)c4O[C@H]2c2[nH]c4ccccc4c2C[C@@]3(O)C1C5	3.0	97.3	102.8	-0.8	109.3	107.8	-2.9	-14.9
CC1(c2ccccc2)NCCN2C(=O)CSC21 (stereo not given)	0.7	100.6	102.4	3.2	98.3	98.2	0.8	14.2
Cc1cccc(-n2c(-c3ccco3)nc3ccccc3c2=O)n1	2.7	99.5	100.4	-11.6	101.3	95.0	2.7	5.1
Cc1ccccc1-n1c(O)c(C(c2ccncc2)c2c(O)n(-c3ccccc3C)c(=O)[nH]c2=O)c(=O)[nH]c1=O	-7.9&-6.8	100.0&101.5	123.0&95.5	3.4&11.3	120.1&108.5	104.4&98.6	2.6&-1.6	-6.5&-11.5
COc1ccccc1-n1c(-c2ccoc2)nc2ccccc2c1=O	1.2	90.5	110.0	·	89.2	99.1	2.7	-13.2
ClCC(Br)CBr (stereo not given)	6.3	77.4[may fluoresce violet]	86.9	1.6	71.0[may fluoresce violet]	86.1[may fluoresce violet]	0.1	-4.5
CCOC(=O)C(O)(c1ccc(N(CC)C(=O)OC)cc1)C(F)(F)F (stereo not given)	1.8	98.7	99.8	4.8	94.7	99.7	-3.1	-2.8
O=C1NC(=O)N(c2ccccc2)C(=O)/C1=C\c1ccc([N+](=O)[O-])o1	-7.3	135.3	98.5	22.4	153.4*	101.8	0.5	-11.9
O=CC(Cl)P(=O)(N1CCOCC1)N1CCOCC1 (stereo not given)	4.4	104.5	91.7	6.4	109.4	100.0	2.0	-1.8
CCOc1cc(CNCCc2cccc(F)c2)ccc1OC	-0.8	101.8	97.0	-4.6	99.6	100.5	2.3	3.1
